# Assay outcomes: PubChem BioAssay, National Center for Advancing Translational Sciences (NCATS)
# KDM5B inhibitor = inhibitors of human KDM5B histone demethylase; Q9UGL1; KDM5B demethylase, FDH-coupled NADH fluorescence (FDH is formaldehyde dehydrogenase); Potency, µM (doses to about 57.7 µM), for the others: at the highest dose activity change, negative = inhibition, hits mostly inhibitors; 220,000 tested, 2.6% active; AID 1347165; active = well fitted inhibition curve with a large enough effect; inconclusive = small, poorly fitted or top-dose-only effect; inactive = no such curve, though single readings can be large or run the other way; also: 0% is about no effect; nearly all actives have a fitted effect of over 70% in size
# Target sequence (Q9UGL1 whole entry, looked up): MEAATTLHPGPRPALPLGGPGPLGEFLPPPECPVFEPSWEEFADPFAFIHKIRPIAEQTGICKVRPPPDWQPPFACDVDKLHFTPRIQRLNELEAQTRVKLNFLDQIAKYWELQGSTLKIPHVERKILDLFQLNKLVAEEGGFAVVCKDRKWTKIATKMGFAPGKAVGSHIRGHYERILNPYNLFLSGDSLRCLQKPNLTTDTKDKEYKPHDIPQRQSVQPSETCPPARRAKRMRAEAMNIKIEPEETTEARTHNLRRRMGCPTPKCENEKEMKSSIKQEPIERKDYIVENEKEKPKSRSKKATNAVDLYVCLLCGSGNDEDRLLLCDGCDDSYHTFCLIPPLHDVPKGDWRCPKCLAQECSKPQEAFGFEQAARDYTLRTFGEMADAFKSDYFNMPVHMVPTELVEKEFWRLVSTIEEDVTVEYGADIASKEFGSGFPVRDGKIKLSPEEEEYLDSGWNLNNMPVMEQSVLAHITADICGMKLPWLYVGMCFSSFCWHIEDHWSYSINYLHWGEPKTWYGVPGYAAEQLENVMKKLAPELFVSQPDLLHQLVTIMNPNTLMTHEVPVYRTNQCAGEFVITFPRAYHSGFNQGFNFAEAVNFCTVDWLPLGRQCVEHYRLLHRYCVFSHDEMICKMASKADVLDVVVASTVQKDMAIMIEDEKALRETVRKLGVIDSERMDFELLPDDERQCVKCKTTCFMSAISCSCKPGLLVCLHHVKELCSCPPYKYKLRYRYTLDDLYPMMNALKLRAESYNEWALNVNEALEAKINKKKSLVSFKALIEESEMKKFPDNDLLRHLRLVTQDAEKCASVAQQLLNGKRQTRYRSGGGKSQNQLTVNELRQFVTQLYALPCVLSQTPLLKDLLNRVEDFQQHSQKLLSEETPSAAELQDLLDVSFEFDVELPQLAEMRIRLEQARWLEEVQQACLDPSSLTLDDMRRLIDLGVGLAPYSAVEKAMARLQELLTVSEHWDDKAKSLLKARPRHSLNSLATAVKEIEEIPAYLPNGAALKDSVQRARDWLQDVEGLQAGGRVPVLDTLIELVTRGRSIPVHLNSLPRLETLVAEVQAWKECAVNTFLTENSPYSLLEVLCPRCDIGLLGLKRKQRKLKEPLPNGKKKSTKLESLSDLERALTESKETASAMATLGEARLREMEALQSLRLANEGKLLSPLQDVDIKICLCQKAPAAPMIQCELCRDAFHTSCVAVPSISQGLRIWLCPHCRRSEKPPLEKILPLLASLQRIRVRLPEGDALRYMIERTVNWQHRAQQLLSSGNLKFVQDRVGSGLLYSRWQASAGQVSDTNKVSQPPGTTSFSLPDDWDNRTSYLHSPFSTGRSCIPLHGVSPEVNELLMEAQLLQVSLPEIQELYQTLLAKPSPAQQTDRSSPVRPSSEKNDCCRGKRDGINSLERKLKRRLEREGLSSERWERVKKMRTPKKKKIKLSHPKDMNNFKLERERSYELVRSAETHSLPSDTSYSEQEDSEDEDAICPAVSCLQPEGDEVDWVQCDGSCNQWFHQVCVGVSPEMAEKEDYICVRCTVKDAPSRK
#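 Inhibition is measured as reduced NADH fluorescence generation from FDH coupling to formaldehyde release. Truncated KDM5BΔAP at 200 nM final acts on H3K4me3 peptide (12.5 µM in substrate mix) in pH 7.5 HEPES buffer with Tween-20, 30 min, room temperature.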
# Numbers without * were called inactive; i = inactive; ? = inconclusive; & = joins results of further samples; ! = a repeat was not active; [ ] = another dose, or the depositor's remark. Potency is read from the fitted curve at half-maximal effect.
KDM5B inhibitor	structure
13%	CCOC(=O)c1ccc2[nH]c(CSCC(=O)Nc3cc(C)cc(C)c3)cc(=O)c2c1
1%	COC(=O)[C@]12C[C@H](CC(=O)N3CCSCC3)C(=O)N(Cc3cccc4ccccc34)C1=C[C@H](C(C)C)O[C@@H]2C1CC1
13%	Cc1ccc(CNC(=O)c2c(OCC(C)C)cc(=O)n3c2CCCCC3)o1
0%	Cn1c(C=C(C#N)C#N)ccc1-c1cc(Cl)ccc1Cl
i	CCc1cc(C(=O)N[C@@H]2COCC[C@@H]2OCc2ccccc2)cc(=O)[nH]1
-18%	CCOc1ccc(CC2C(=O)N(C)c3ccc(Br)cc32)cc1 (stereo unspecified)
0%	CC(=O)c1ccc(S(=O)(=O)N2CCN(CC(=O)NC(=O)NC3CCCCC3)CC2)cc1
-15%	Cc1ccc(CN(C)C(=O)C2CCN(c3ccc(C(F)(F)F)cn3)CC2)c(C)c1
4%	COc1ccc(CNC(=O)Cc2coc3ccc(C)cc23)cc1
6%[86.2 µM]	C[C@H]1[C@@H]2[C@@H](O)[C@H]([C@H](C)C(=O)N3CCCC3)CC[C@@]2(C)CC[C@@H]1NC(=O)CC(C)(C)C
?	CCOc1ccccc1NC(=O)Cn1c(=O)n(C(C)C)c(=O)c2oc3ccccc3c21
5%[149 µM]	O=C1Nc2ccccc2CC12CN(Cc1ccc(F)cc1)C2
-27%	COCCOc1ccc2c(n1)CCN(C(=O)c1ccsc1)C2
-24%	Cc1oc(-c2ccc(NC(=O)Cc3ccccc3)cc2)nc1CNC(=O)c1ccc(-c2ccco2)cc1
7%	CC(CC(=O)O)CC(=O)Nc1ccc(Br)cc1 (stereo unspecified)

# Given bar-delimited: part of the list above.
SMILES | KDM5B inhibitor
CC(=O)c1ccc(S(=O)(=O)N2CCN(CC(=O)NC(=O)NC3CCCCC3)CC2)cc1 | 0%
Cc1ccc(CN(C)C(=O)C2CCN(c3ccc(C(F)(F)F)cn3)CC2)c(C)c1 | -15%
COc1ccc(CNC(=O)Cc2coc3ccc(C)cc23)cc1 | 4%
C[C@H]1[C@@H]2[C@@H](O)[C@H]([C@H](C)C(=O)N3CCCC3)CC[C@@]2(C)CC[C@@H]1NC(=O)CC(C)(C)C | 6%[86.2 µM]

# Following part.
KDM5B inhibitor	structure
-11%	Cc1ccccc1S(=O)(=O)N1C[C@@H](Oc2cccnc2)C[C@H]1C(N)=O
18%	O=c1c2ccccc2c(-c2ccc(Cl)cc2)nn1-c1cc(N2CCNCC2)ccc1[N+](=O)[O-]
-16%	CC(C)CC(=O)N1CCC(N2C[C@H](O)C[C@H]2C(=O)NCc2cccnc2)CC1
-22%	CC(=O)c1ccc(NC(=O)COc2nc(C)c3c(c2C#N)CCCC3)cc1
-3%	COc1cccc(CCN(Cc2cccc(C)c2)C(=O)[C@H]2CCC[C@H](O)C2)c1
40µM*!	c1cc2nc(C3CCN(C4CCCCC4)C3)[nH]c2cn1 (stereo unspecified)
22%	COc1cccc(CN2CC[C@@]3(O)CCNC[C@H]3C2)c1OCCCn1ccnc1
21%	O=C(C1CN(S(=O)(=O)c2ccccc2)CC12CCCCC2)N1CCOCC1 (stereo unspecified)
10µM*	COCC1CN(Cc2ccc(Br)s2)CC12CCNCC2 (stereo unspecified)
0%	CCOC(=O)c1c(C)oc2nc(C)nc(N3CCN(c4ccccc4)CC3)c12
0%	Cc1nc(-c2ccc(S(=O)(=O)Nc3cccc(C#N)c3)cc2)co1
?	CC(=O)NCCCC(=O)NNC1CC(=O)N(c2cccc(Cl)c2)C1=O (stereo unspecified)
2%	COc1ccc(OC)c(C(C)NC(=O)CCc2ncc(-c3ccc(F)cc3)o2)c1 (stereo unspecified)
-19%	Cc1nc2sccn2c(=O)c1S(=O)(=O)Nc1ccc(N2CCOCC2)cc1
i	Cc1cc(C)c(CNC(=O)c2nc(-c3ccccc3C)cc3c2ccn3C(C)C)c(=O)[nH]1

# Structures listed so far shown as hits in KDM5B inhibitor.
KDM5B inhibitor	structure
40µM*!	c1cc2nc(C3CCN(C4CCCCC4)C3)[nH]c2cn1 (stereo unspecified)
10µM*	COCC1CN(Cc2ccc(Br)s2)CC12CCNCC2 (stereo unspecified)

# Continuation.
KDM5B inhibitor	structure
23%	O=C(c1ccccc1)N1CCc2nc(C3CC3)nc(-c3ccc(O)cc3)c2CC1
-5%	Cc1cccc(C(=O)N/N=C/c2ccccc2C)c1
18%	COc1ccc(C(=O)NNC(=O)CSc2nc(C(C)C)nc3ccccc23)cc1
-15%	CCn1ncc(N2CCCC(CC(=O)Nc3ccc(F)c(F)c3)C2)cc1=O (stereo unspecified)
-1%	COc1cccc(CNC(=O)Cn2c(-c3cccc(Cl)c3)nc(C)c(CCO)c2=O)c1
?	Cc1cc(C)c2c(n1)nn1c(C)c(CCC(=O)NCc3ccc(Cl)cc3)c(C)nc21
6%	CC(NC(=O)C1CCCc2ccccc21)c1cccc(F)c1 (stereo unspecified)
19%	NCCSCc1ccsc1
15%	CCCNc1c(NC(=O)c2c(F)cccc2F)c(=O)oc2ccccc12
-7%	Cc1nc2cc(-c3cccc(F)c3)nn2c(C)c1CCC(=O)N1CCN(c2ccc(F)cc2)CC1
-10%	O=C(c1cccc(Cl)c1)N1CCC2(CC1)CC(Cc1ccccc1)=NO2
10%	CCN1C(=O)NC(c2c(F)cccc2Cl)C(C(=O)N2CCOCC2)=C1C (stereo unspecified)
-6%	COc1c(CNCc2cccnc2N2CCOCC2)c(C)nn1C
-11%	CCOc1ccc(-c2cc3c(=O)n(CC(=O)Nc4cc(F)ccc4C)ccn3n2)cc1
-5%	COC(=O)c1c(Oc2ccc(Br)cc2)nnc(-c2ccccc2)c1-c1ccccc1
2%	CCN(c1ccccc1)S(=O)(=O)c1nnc(NC(=O)C(C)Oc2ccccc2)s1 (stereo unspecified)
190%[activator]	O=C1CC(C(=O)O)C2(CCN(C(=O)C3(Cn4ccnc4)CC3)CC2)N1 (stereo unspecified)
-19%	Cc1ccc(NC(=O)Cn2cnc3sc(C(=O)O)c(C)c3c2=O)cc1Cl
?	Cc1ccccc1Nc1c(-c2ccccc2O)nc2sccn12
?	COCC1CN(C2CCC2)CC12CCN(C(=O)Cc1ccccc1)CC2 (stereo unspecified)
-9%	CC(Sc1nnc(-c2ccccc2F)n1C(C)C)C(=O)Nc1nccs1 (stereo unspecified)
?	CCOC(=O)c1cc(-c2ccccc2)n(CCC(=O)NCCc2cccc(C)c2)c1C
-3%	COc1ccc(CNC(=O)c2ccc3c(c2)N(Cc2cc(C)ccc2C)C(=O)CS3)cc1
?	CCS(=O)(=O)NCC1(COc2ccc(C(F)(F)F)cn2)C[C@@H](O)[C@@H](O)C1 (stereo partly specified)
-26%[86.2 µM]	COCc1ccc(CN[C@H]2C[C@@H](Cc3cc(CN4CCCCC4)on3)C2(C)C)o1
-9%	C=CCOC(=O)Nc1nc2c(s1)C[C@@H]1[C@](C)(CO)[C@H](O)CC[C@@]1(C)[C@@H]2CC(=O)NCCN1CCOCC1
-15%	CCC(=O)N1CCC2(CC1)CC(Cc1nc(CCOC)no1)CCO2 (stereo unspecified)
-22%	NC(=S)N/N=C/c1ccc2ccccc2n1
10%	O=c1[nH]c(SCc2ccc(Br)cc2)nc2c1CCCC2
-9%	CN(C(=O)c1ccc(Cl)s1)C1CCc2nn(CC3CC3)c(=O)n2CC1 (stereo unspecified)

# Among those listed so far, these have an aryl thioether with sulfur outside any ring:
KDM5B inhibitor	structure
18%	COc1ccc(C(=O)NNC(=O)CSc2nc(C(C)C)nc3ccccc23)cc1
-9%	CC(Sc1nnc(-c2ccccc2F)n1C(C)C)C(=O)Nc1nccs1 (stereo unspecified)
10%	O=c1[nH]c(SCc2ccc(Br)cc2)nc2c1CCCC2

# Additional records follow.
KDM5B inhibitor	structure
11%	CN(C)CCNC(=O)CCC(=O)O
0%	Cn1nc(C(F)(F)F)c(Cl)c1C(=O)NC1CCCC1
6%	CN(CCCc1[nH]nc(N)c1C#N)c1nc(-c2ccccc2)nc2ccccc12
-8%[86.2 µM]	Cc1ccc(C(=O)N2CCn3c(nnc3-c3ccccc3)C2)cc1
-22%	CC(C)CCNC(=O)C1CC(=O)N(c2n[nH]c3cccc(F)c23)C1 (stereo unspecified)
-3%	Cc1cc(C)c2c(c1)C(=O)/C(=C\c1ccccc1C)CC2
32µM*	Cc1c(-c2ccc(F)cc2)[nH]c2ccc(CNCc3cnn(C)c3)cc12
5%	CN(Cc1cccc(Cl)c1Cl)C(=O)c1ccc(NS(C)(=O)=O)cc1
9%	Cn1c(=O)c(C(=O)Nc2ccc(Cl)c(C(F)(F)F)c2)nc2ccccc21
?	CC(C)c1ccc(/C=C2\SC(N3CCOCC3)=NC2=O)cc1
?	Cc1[nH]nc2c1C(c1ccccc1F)C(C#N)=C(N)O2 (stereo unspecified)
15%[86.2 µM]	CCCNC(=O)N1CCC(O)(c2csc(CN3CCc4ccccc4C3)n2)CC1
-29%	O=C(NCc1ccccc1Cl)c1ccc(CSCc2ccccc2Cl)o1
?	CC1=C(C(=O)N2CCCCC2)C(c2cc(Br)ccc2F)C2=C(CCCC2=O)N1 (stereo unspecified)
?	COC(=O)c1ccc(C2NC(=S)NC3=C2CCc2ccccc23)cc1 (stereo unspecified)
29%	COc1ccc(NC(=O)CC(C)n2ccnc2)cc1 (stereo unspecified)
20%	COc1ccc(-c2nc3ncccn3c2Nc2ccccc2C)cc1
-9%[115 µM]	OC(c1nc(Nc2cccc(Cl)c2)n[nH]1)C1CC1 (stereo unspecified)
-31%	Cc1nc(N2CCC(C(=O)NCC3CC3)CC2)nc2cc(S(C)(=O)=O)ccc12
-5%	Fc1ccc(/C=N/Nc2ccccc2Cl)cc1F
-21%&-28%	Clc1ccc(-c2cc3ncc4c(n3n2)-c2ccccc2OC4)cc1
-4%	O=S(=O)(CC1NCc2cc(F)ccc21)NCc1ccc(F)cc1 (stereo unspecified)
-16%	COc1ccc(-c2nnc(C[C@@H]3C[C@@H](C(C)C)[C@H](CN4CCN(C)CC4)C=C3C)o2)cc1
227%[activator]	Cc1cccc(NS(=O)(=O)c2cc(C)c(Br)cc2C)n1
?	CCN1c2cc(C(=O)Nc3cc(C)ccc3C)ccc2C(=O)N2CCCCCC21 (stereo unspecified)
-8%	CCCN(CC1CCOC1)C(=O)Nc1ccc(Br)c(C)c1 (stereo unspecified)
-33%	CCOCCCn1c(SCC(=O)Nc2ccccc2Cl)nc2c(oc3ccccc32)c1=O
2%	CCCCCn1c(NC)nc2c1c(=O)[nH]c(=O)n2C
10%	COC[C@@H]1CN(C(=O)c2ccnc(C)c2)C[C@H]1c1nc(C2CC2)no1
-14%	COc1cccc(N2CCN(C(=O)CN3CC4CC(C3)[C@H]3CCCC(=O)N3C4)CC2)c1 (stereo partly specified)
5%	COc1ccc(S(=O)(=O)N2CCCC2)cc1-c1nc(C(C)C)no1
-22%	Cc1ccc(C(CC(=O)O)NC(=O)CN2C(=O)c3ccccc3C2=O)cc1 (stereo unspecified)
-9%	CC1=C(c2ccc(F)cc2)S(=O)(=O)NC1=NCc1ccccc1F
-3%	COc1ccc(NC(=O)c2cc(=O)c3ccccc3o2)c(OC)c1
-1%	CSC(=S)NN=C1CCCC1
13%	COc1cccc2cc(C(=O)Nc3ccccc3C)/c(=N/O)oc12
3%	Cc1nc2ccccc2nc1SCC(=O)N1CCOC(C)C1 (stereo unspecified)
9%	C=C(C)CN(CC)C(=O)Cc1csc(C(C)C)n1
?	Cc1ccc(C(=O)NC[C@H]2O[C@@H](CC(=O)N3CCc4ccccc43)[C@H](O)[C@@H]2O)cc1
-28%[86.2 µM]	CN1CCOc2c(C(=O)NCc3cnn(C)c3)cc(-c3cccnc3)cc21
18%	CN1C(=O)CC(C(=O)O)C12CCN(Cc1ccccc1OC1CCCC1)CC2 (stereo unspecified)
-13%	COc1ccc(NC(=O)c2cc(C3CC3)nc3c2cnn3C(C)C)cc1OC
19%	CCN(c1ccc(NC(=O)COc2ccccc2C(=O)c2cc(C#N)c(=O)n(C3CC3)c2)cc1)C(C)C
-4%	CC1=C(C(=O)Nc2cccc(F)c2)C2(CCCCC2)OC1=O
-3%[86.2 µM]	C#CCNC(=O)CC[C@H]1CNC(=O)[C@@H]2[C@@H](CCN2Cc2ccc(O)cc2)N1C
8%	Cn1c(=O)c2nc(SCC(=O)Nc3ccc(F)c(F)c3)n(C)c2n(C)c1=O
?	Cc1c(C(=O)NC2=NCCS2)sc2cccc(F)c12
-14%[86.2 µM]	COCCOCC1(CNC(=O)c2ccc(OC)cc2)C[C@@H](O)[C@@H](O)C1 (stereo partly specified)
-5%[86.2 µM]	O=C(NC[C@H]1Cn2c(-c3ccc(F)cc3)cnc2CO1)C1CCCC1
-27%	CC1=C(C(=O)NCc2cccc(Cl)c2)C2(CCCCCC2)OC1=O
1%	CC(C)c1csc(CN2CC[C@@H](c3ccc4c(c3)OCO4)[C@H](O)C2)n1
18%	CC(C)CC(NC(=O)OCc1ccccc1)C(=O)NC(C)C(=O)O (stereo unspecified)
?	Cc1ccc(-n2c(=O)c3cccnc3n2CC(=O)NCc2ccc(Cl)cc2)cc1
-19%[86.2 µM]	O=C1CC2CCCC(C1)N2C(=O)c1ccccc1
-19%	Cc1ccc(Cl)cc1NC(=O)CSCc1cnn(-c2ccccc2)c1-n1cccc1
-11%	O=C(CSc1ncnc2ccccc12)Nc1ccc(Cl)c(C(F)(F)F)c1
17%	Cc1[nH]c2c(C(=O)N3CCC(C)CC3)cccc2c1C
-15%	COc1ccccc1N1CCN(C2CCCN(Cc3cccc(C)n3)C2)CC1 (stereo unspecified)
?	CC(=O)Nc1ccc(-c2c(-c3ccc4c(c3)OCO4)nn(-c3cc(C)ccc3C)c2OC(C)=O)cc1

# Not all compounds are listed. The share of hits here may be higher or lower than overall.
